E coli growth: reduces bacterial viability in AddAB counter-screen | E. coli V3065 growth, OD600 absorbance, 18 h | inhibition, % at 11.9 µM | actives 0.27% (n = 330,000);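 active = inhibition above the campaign's mean inhibition across all tested compounds plus 3 SD, cut at about 9.9% in these data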;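 note: uninfected addAB+ strain grown without phage in ampicillin broth; 0% = DMSO wells and 100% = ciprofloxacin 0.95 µg/ml wells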
phage Ecoli inh: E. coli growth loss with phage present | actives 0.26% (n = 360,000) | AID 651602 | inhibition, % at 11.9 µM | growth absorbance; in the data active = inhibition above about 11%
PfHsp90 set2: inhibits growth of yeast expressing Plasmodium falciparum Hsp90; S. cerevisiae expressing PfHsp90, BacTiter-Glo ATP, 48 h; yeast lacking PDR1 and PDR3 efflux regulators; inhibition, % at 9.4 µM; actives 0.32% (n = 310,000);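 active = every replicate shows inhibition above about 80%, whatever the replicate mean, limit read from the data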;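 note: 0% = DMSO neutral controls and 100% = 20 µM radicicol positive controls; yeast relying on Plasmodium falciparum Hsp90 in place of its own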
OPRM1-OPRD1 inv: inverse agonists of human mu-delta opioid receptor heterodimerization; P35372+P41143; cell-based MOR-DOR heterodimer luminescence, inverse agonism; actives 0.21% (n = 340,000); inhibition, % at 9.3 µM; in the data active = inhibition above about 22%, passing the limit was not always enough;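 note: 0% = cells with DMSO and 100% = wells without cells with DMSO; values of inactives mirror those of a sister screen read the other way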
Pemphigus Ab inh: blocks pemphigus antibody binding to human desmoglein-3 | P32926 | DSG3-coupled beads, scFv-anti-DSG3-GFP binding, flow cytometry; active compounds read low | binding (percent of control), % at 10 µM | actives 0.48% (n = 310,000) | AID 588358;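 active = binding more than 3 SD below its plate's average and above zero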;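 note: hits lower antibody fragment binding to DSG3; some compounds called inactive have numbers as strong as hits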
SUMO Mot1 rescue: SUMOylation pathway inhibition by Mot1-301 growth rescue. S. cerevisiae Mot1-301 growth rescue, ATP luminescence, 38.5C; percent above DMSO median, 100 means doubled. growth rescue, % at 18.8 µM. actives 1% (n = 320,000). AID 2716;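 active = every valid replicate shows activation above 250% relative to neutral control wells; inactive = the rest, any valid replicate at or below 250%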;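 note: OY570 slx delta 5 strain wells were the positive control but not used for scaling; some compounds called inactive have numbers as strong as hits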
HTR5A ag ctr: activates human HTR5A in OPRM1-OPRD1 agonist counter-screen; actives 0.61% (n = 340,000); HTR5A agonist assay, luminescence, cell-based; activation, % at 9.3 µM; P47898; AID 504692; in the data active = activation mostly above about 9.5%, no sharp cut-off; inactive = mostly below about 7.6%;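 note: 0% = cells with vehicle only and 100% = reference agonist; strong numbers were not always called active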
Target sequence (P47898 whole entry, looked up): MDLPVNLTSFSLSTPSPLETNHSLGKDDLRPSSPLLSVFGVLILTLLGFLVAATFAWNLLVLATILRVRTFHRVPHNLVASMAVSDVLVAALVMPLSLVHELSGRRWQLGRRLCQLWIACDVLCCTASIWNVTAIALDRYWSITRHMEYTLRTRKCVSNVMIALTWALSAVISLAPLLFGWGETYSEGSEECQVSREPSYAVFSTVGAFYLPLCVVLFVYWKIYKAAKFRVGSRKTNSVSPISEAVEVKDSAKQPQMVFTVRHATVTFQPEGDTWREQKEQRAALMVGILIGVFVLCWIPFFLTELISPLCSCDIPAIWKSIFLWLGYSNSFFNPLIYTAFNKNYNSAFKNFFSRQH
OPRM1-OPRD1 ag: OPRM1-OPRD1 heterodimerization agonism; P35372+P41143; cells, luminescence; activation, % at 9.3 µM; actives 0.3% (n = 340,000); AID 504326; in the data active = activation above about 18%;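 note: 0% = vehicle-treated cells and 100% = reference agonist; values of inactives mirror those of a sister screen read the other way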
PKA-R1A act: activates the PKA-R1A holoenzyme complex; P00514+P68181; PKA-R1A dissociation, Cy5-IP20 fluorescence polarization; scaled: DMSO 0%, 113 µM cGMP 100%; activation, % at 11.4 µM; actives 0.083% (n = 340,000);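 active = percent activation above the mean of all tested compounds plus 3 SD, cut at about 19% in these data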;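 note: higher means more PKAc released from R1A so a rise in polarization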
AddAB inh: less growth of phage-infected E. coli with AddAB. actives 0.29% (n = 330,000). inhibition, % at 11.9 µM. AID 435030. E. coli expressing H. pylori AddAB, absorbance growth; in the data active = inhibition above about 12%;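 note: 0% = vehicle wells of infected cells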
HTR5A inv ag: HTR5A inverse agonism, opioid heterodimer counter-screen. HTR5A cell line, luminescence. inhibition, % at 9.3 µM. actives 0.083% (n = 340,000). AID 504634; in the data active = inhibition mostly above about 23%, no sharp cut-off; inactive = mostly below about 18%;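 note: 0% = cells with DMSO and 100% = no-cell wells with DMSO; some compounds called inactive have numbers as strong as hits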
Starred values were filed as active, the others as inactive; i = inactive; · = no result given.

Letters – A = E coli growth; B = phage Ecoli inh; C = PfHsp90 set2; D = OPRM1-OPRD1 inv; E = Pemphigus Ab inh; F = SUMO Mot1 rescue; G = HTR5A ag ctr; H = OPRM1-OPRD1 ag; I = PKA-R1A act; J = AddAB inh; K = HTR5A inv ag
COc1ccccc1C(=O)OCC(=O)NCCNC(=O)COC(=O)c1ccccc1OC
  A = 3.3	B = 2.0	C = -35	D = 21	E = 108	F = -14	G = -5	H = -4.0	I = 1	J = 2.3	K = 3
COc1cc(-c2nc3n(n2)C(c2ccc(F)cc2)C2=C(CCCC2=O)N3)cc(OC)c1OC (stereo unspecified)
  A = 1.2	B = 4.2	C = 13	D = 19	E = 99	F = 21	G = -1	H = -3.8	I = -1	J = -1.3	K = 3
CNC(=O)c1ccccc1NC(=O)c1cccc(S(=O)(=O)N2CCCCC2)c1
  A = -1.7	B = 3.2	C = 4	D = 1	E = ·	F = 14	G = 1	H = -0.2	I = -5	J = -1.7	K = -3
CC(=O)NC(Cc1ccc(F)cc1)C(=O)O (stereo unspecified)
  A = 1.4	B = 0.6	C = -1	D = 12	E = 87	F = -2	G = -1	H = -1.9	I = 4	J = 2.6	K = 4
O=C(NNC(=O)c1ccc[nH]1)Nc1cc(Cl)cc(Cl)c1
  A = -1.1	B = -1.0	C = ·	D = ·	E = 98	F = -35	G = ·	H = ·	I = ·	J = 0.4	K = ·
COc1ccc(-n2nc(C(=O)NCC(=O)NCCN(C)C)c3ccccc3c2=O)cc1
  A = 0.8	B = -0.9	C = 3	D = 4	E = 88	F = 105	G = 0	H = -0.8	I = -6	J = 0.5	K = 0
Cc1cc(C)n(CC(O)COc2ccccc2[N+](=O)[O-])n1 (stereo unspecified)
  A = -0.8	B = -0.1	C = -9	D = 10	E = 127	F = -8	G = 3	H = -1.9	I = -3	J = -0.2	K = 27
COc1ccc(Cn2nnc3c(=O)[nH]c(C4CCCN(C(=O)c5ccccc5)C4)nc32)cc1 (stereo unspecified)
  A = -1.9	B = 0.8	C = 0	D = -12	E = 97	F = -5	G = 9	H = 2.1	I = -10	J = 0.6	K = -26
CCCC(=O)N1CCN(c2ccc([N+](=O)[O-])c(NC(C)c3ccccc3)c2)CC1 (stereo unspecified)
  A = -1.2	B = 0.6	C = -32	D = 13	E = 100	F = -1	G = -1	H = -2.8	I = 10	J = -1.5	K = 15
COc1cccc(-c2cc(C(=O)N3CCc4ccccc4C3)no2)c1
  A = -1.7	B = 1.2	C = -8	D = 1	E = 101	F = 20	G = -2	H = -0.2	I = -15	J = 0.4	K = 5
CC(=O)NCCC(=O)Nc1nc2ccc(Oc3ccccc3)cc2s1
  A = -0.8	B = 1.9	C = -17	D = 10	E = ·	F = 133	G = -1	H = -1.3	I = -5	J = -0.8	K = 3
O=C(CC(=O)N/N=C\c1cccc(Cl)c1Cl)NCc1ccccc1
  A = -0.9	B = 3.0	C = -76	D = -5	E = 106	F = -14	G = 2	H = 1.0	I = -13	J = 0.8	K = 6
CC(C)OP(=O)(OC(C)C)C(Nc1ccc(C(=O)O)cc1)c1ccccc1 (stereo unspecified)
  A = -0.4	B = -1.5	C = 1	D = 13	E = 101	F = -9	G = -1	H = -2.5	I = -4	J = -0.4	K = -13
COC(=O)c1cc(C(=O)Nc2cc(C)ccn2)cc([N+](=O)[O-])c1
  A = 0.7	B = 4.0	C = -15	D = -35	E = 102	F = 12	G = 10	H = 6.2	I = 0	J = -1.3	K = -26
OC(COc1c(F)cc(Br)cc1F)CN1CCOCC1 (stereo unspecified)
  A = -3.7	B = -0.2	C = 20	D = 9	E = 94	F = 5	G = -2	H = -2.1	I = -1	J = -2.0	K = 7
COc1ccc(-c2ccc(=O)n(CC(=O)Nc3ccc4c(c3)OCCO4)n2)cc1
  A = -1.4	B = 3.9	C = -29	D = 2	E = 101	F = 5	G = -3	H = -0.4	I = 2	J = -0.2	K = 7
CCOc1nc2cnccc2n(CC(=O)Nc2cccc(C)c2C)c1=O
  A = 2.7	B = 1.8	C = 12	D = 12	E = 78	F = 1	G = -6	H = -2.3	I = -5	J = 6.4	K = 11
CC(=O)Nc1sc(C)c(C)c1C(=O)OCC(=O)N(CC(C)C)C1CCS(=O)(=O)C1 (stereo unspecified)
  A = 0.5	B = 0.7	C = 3	D = -9	E = 103	F = -10	G = 6	H = 1.7	I = -1	J = 5.1	K = -15
COc1ccc(CCNC(=O)Cc2ccc([N+](=O)[O-])cc2)cc1OC
  A = -0.2	B = 2.5	C = -14	D = 4	E = ·	F = -3	G = -1	H = -0.8	I = -4	J = 1.5	K = 15
Cc1c(CNC(=O)c2c([N+](=O)[O-])cnn2C)cnn1C
  A = -1.5	B = -1.1	C = -14	D = 18	E = 102	F = -3	G = 2	H = -3.5	I = -10	J = -0.8	K = -4
CC(=O)N1N=C(c2c(-c3ccccc3)c3cc(Br)ccc3[nH]c2=O)CC1c1ccco1 (stereo unspecified)
  A = -0.9	B = 1.4	C = 19	D = -6	E = 97	F = 3	G = 3	H = 1.1	I = -12	J = 2.2	K = -8
COc1ccc(C(=O)Nc2cc(Cl)ccc2Cl)c(OC)n1
  A = -0.2	B = ·	C = -17	D = 5	E = 107	F = 14	G = -6	H = -0.9	I = 5	J = 1.2	K = 16
Cc1[nH][nH]c(=O)c1N=Nc1ccccc1Cl
  A = -1.1	B = 3.1	C = -1	D = 8	E = 118	F = -16	G = -7	H = -1.5	I = 3	J = -1.4	K = -14
CC(=O)c1ccc(OCC(C)C)c(CC(C(N)=O)C(N)=O)c1
  A = -0.9	B = 1.1	C = -1	D = 17	E = 104	F = -5	G = -4	H = -3.0	I = 0	J = -0.6	K = -6
CC(C)(C)NC(=O)/C(=C/c1ccccc1F)NC(=O)c1ccc([N+](=O)[O-])cc1
  A = -1.1	B = 2.5	C = -9	D = 12	E = 98	F = -2	G = -3	H = -2.1	I = -10	J = 2.4	K = 8
COc1ccc(C(=O)NC(=S)NNC(=O)c2cnccn2)cc1
  A = -5.2	B = -2.1	C = 94*	D = 11	E = 114	F = 35	G = -2	H = -2.0	I = 5	J = -2.9	K = -22
CC(=O)/C=C(\C)N=Nc1c(O)[nH]c2ccccc12
  A = -0.2	B = 1.7	C = -10	D = -6	E = 100	F = -13	G = -3	H = 1.0	I = -3	J = 0.2	K = 8
CC(Sc1nnc(-c2cccnc2)n1C)C(=O)N1CCOCC1 (stereo unspecified)
  A = 2.9	B = 6.3	C = 18	D = -14	E = 107	F = 16	G = -1	H = 2.2	I = -2	J = -1.2	K = 2
CCn1c(C)c(C)c2cc(C(=O)N3CCN(c4cccc(C)c4C)CC3)ccc21
  A = -3.0	B = 0.6	C = -3	D = -13	E = 113	F = -9	G = 0	H = 2.5	I = -6	J = 0.1	K = -2
CC1CCc2c(sc3nc(CSc4ncn[nH]4)[nH]c(=O)c23)C1 (stereo unspecified)
  A = 4.8	B = 2.1	C = 3	D = 10	E = 91	F = -12	G = 1	H = -1.9	I = -1	J = 2.6	K = -39

More structures.
SMILES | E coli growth | phage Ecoli inh | PfHsp90 set2 | OPRM1-OPRD1 inv | Pemphigus Ab inh | SUMO Mot1 rescue | HTR5A ag ctr | OPRM1-OPRD1 ag | PKA-R1A act | AddAB inh | HTR5A inv ag
COc1cc(NC(=O)c2ccc(C(C)(C)C)cc2)c(OC)cc1NC(=O)CN1CCCCC1 | -1.0 | 3.0 | -9 | 1 | 106 | 224 | 5 | -0.2 | -19 | 1.0 | -14
Cc1sc(NC(=O)C2=COCCO2)nc1-c1ccc(Cl)cc1 | -0.7 | 0.6 | · | -19 | 102 | 31 | 1 | 2.9 | 1 | -0.5 | 0
COc1ccc(S(=O)(=O)N2CCN(c3cc(-c4ccccc4)nc4ncnn34)CC2)cc1 | 2.1 | 2.1 | -7 | 3 | 101 | -23 | 1 | -0.5 | 1 | 0.8 | -12
COC(=O)Cn1c(CN2CCOCC2)nc2c1c(=O)[nH]c(=O)n2C | 0.5 | 2.4 | 9 | 19 | 95 | i | 4 | -3.6 | -11 | 2.6 | -10
O=C1NCC(O)=C1C=NCCO | 2.5 | 0.0 | · | 12 | 95 | -3 | -6 | -2.5 | -3 | 0.9 | 13
CN1CC[n+]2cnc3ccccc3c21 | 0.5 | 2.5 | · | 6 | 106 | 59 | 3 | -1.3 | 2 | 1.1 | -6
Cc1cccc(CN2C(=O)CCSc3ccc(Cl)cc32)c1 | 2.4 | 1.6 | -14 | -10 | 107 | 7 | 4 | 2.3 | 0 | 5.3 | 20
COc1ccc(/C(O)=C/C(=O)C(=O)NNC(=O)C(O)(c2ccccc2)c2ccccc2)cc1 | 0.2 | 3.8 | 12 | 7 | 106 | 1 | 9 | -1.3 | -12 | 5.1 | -24
CCOC(=O)c1cc(C)sc1N1C(=O)C2C3C=CC(C3)C2C1=O (stereo unspecified) | -1.5 | 0.8 | · | 4 | 100 | 0 | -1 | -0.8 | 10 | -1.9 | 2
O=C(CCc1ccccc1)NNC(=O)c1ccc(NC(=O)c2ccccc2)cc1 | -1.0 | -13 | -1 | 4 | 93 | 11 | 0 | -0.8 | 7 | -0.3 | 11

Another view of 9 compounds above.
Each structure is followed by: E coli growth | phage Ecoli inh | PfHsp90 set2 | OPRM1-OPRD1 inv | Pemphigus Ab inh | SUMO Mot1 rescue | HTR5A ag ctr | OPRM1-OPRD1 ag | PKA-R1A act | AddAB inh | HTR5A inv ag
CC(Sc1nnc(-c2cccnc2)n1C)C(=O)N1CCOCC1 (stereo unspecified)
→ 2.9 | 6.3 | 18 | -14 | 107 | 16 | -1 | 2.2 | -2 | -1.2 | 2
CCn1c(C)c(C)c2cc(C(=O)N3CCN(c4cccc(C)c4C)CC3)ccc21
→ -3.0 | 0.6 | -3 | -13 | 113 | -9 | 0 | 2.5 | -6 | 0.1 | -2
CC1CCc2c(sc3nc(CSc4ncn[nH]4)[nH]c(=O)c23)C1 (stereo unspecified)
→ 4.8 | 2.1 | 3 | 10 | 91 | -12 | 1 | -1.9 | -1 | 2.6 | -39
COc1cc(NC(=O)c2ccc(C(C)(C)C)cc2)c(OC)cc1NC(=O)CN1CCCCC1
→ -1.0 | 3.0 | -9 | 1 | 106 | 224 | 5 | -0.2 | -19 | 1.0 | -14
Cc1sc(NC(=O)C2=COCCO2)nc1-c1ccc(Cl)cc1
→ -0.7 | 0.6 | · | -19 | 102 | 31 | 1 | 2.9 | 1 | -0.5 | 0
COc1ccc(S(=O)(=O)N2CCN(c3cc(-c4ccccc4)nc4ncnn34)CC2)cc1
→ 2.1 | 2.1 | -7 | 3 | 101 | -23 | 1 | -0.5 | 1 | 0.8 | -12
COC(=O)Cn1c(CN2CCOCC2)nc2c1c(=O)[nH]c(=O)n2C
→ 0.5 | 2.4 | 9 | 19 | 95 | i | 4 | -3.6 | -11 | 2.6 | -10
O=C1NCC(O)=C1C=NCCO
→ 2.5 | 0.0 | · | 12 | 95 | -3 | -6 | -2.5 | -3 | 0.9 | 13
CN1CC[n+]2cnc3ccccc3c21
→ 0.5 | 2.5 | · | 6 | 106 | 59 | 3 | -1.3 | 2 | 1.1 | -6
